Screening data (PubChem BioAssay)
KinaseGlo FLuc = counter-screen: inhibitors of Kinase-Glo firefly luciferase; Q27757; Potency, µM (highest dose often 38.3 µM), inactives show at the top dose activity change, negative = inhibition, hits mostly inhibitors; 0.28% of 200,000 active; Kinase-Glo luciferase, ATP luminescence, 8 min; note: % is set by controls: 0 for no effect and ±100 for the full control effect; nearly all actives have a fitted effect of over 60% in size
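Compounds were added to a substrate mix at pH 7.2 (50 mM imidazole, 10 uM ATP, within the enzyme's linear range), followed by Kinase-Glo detection reagent; luminescence was measured after 8 minutes at ambient temperature.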
NPSR antagonist = antagonists of human neuropeptide S receptor cAMP signaling | Q6W5P4 | CHO-NPSR cells, cAMP TR-FRET, antagonist mode | Potency, µM (doses to about 38.3 µM), for inactives: at the top dose activity change, negative = inhibition, hits mostly inhibitors | 1% of 220,000 active; note: % is set by controls: 0 for no effect and ±100 for the full control effect; nearly all actives have a fitted effect of over 50% in size; many of its hits are not listed in these tables
Target sequence (Q6W5P4 whole entry, looked up): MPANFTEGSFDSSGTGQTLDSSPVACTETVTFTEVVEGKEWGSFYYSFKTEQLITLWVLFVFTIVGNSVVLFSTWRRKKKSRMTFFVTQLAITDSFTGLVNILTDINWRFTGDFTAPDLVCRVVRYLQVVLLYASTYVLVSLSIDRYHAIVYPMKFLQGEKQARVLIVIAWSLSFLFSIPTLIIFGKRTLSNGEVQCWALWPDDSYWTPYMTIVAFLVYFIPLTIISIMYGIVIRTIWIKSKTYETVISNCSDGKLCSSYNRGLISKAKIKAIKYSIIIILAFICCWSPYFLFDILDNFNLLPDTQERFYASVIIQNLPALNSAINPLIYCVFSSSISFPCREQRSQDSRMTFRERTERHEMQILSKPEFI
SMN2 splice up = SMN2 splice variant enhancement | AID 1458 | Potency, µM (doses to about 46.1 µM), for inactives: at the top dose activity change, positive = activation, most hits filed as activators | 2.8% of 210,000 active | HEK293 SMN2-luciferase splicing reporter, luminescence, 30-36 h; note: % of control where 0% means no effect; nearly all actives have a fitted effect of over 55% in size
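qHTS luciferase splicing reporter: luminescence rises when SMN2 exon 7 is included in transfected HEK293 cells. Compound exposure lasted 30-36 h at 37C, with 4.5 mM final sodium butyrate as control, followed by a ONE-Glo read.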
JMJD2E inh = blocks human JMJD2E demethylase activity; 1.6% of 230,000 active; B2RXH2; AID 2147; JMJD2E catalytic domain, FDH-coupled NADH fluorescence (FDH is formaldehyde dehydrogenase); Potency, µM (titrated, usually from 57.1 µM), for the others: at the highest dose activity change, negative = inhibition, usual class: inhibitors; active = well fitted inhibition curve with a large enough effect, not every such curve was filed as active; inconclusive = small, poorly fitted or top-dose-only effect, or another doubt; inactive = no such curve, though single readings can be large or run the other way;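 note: 0% = wells with enzyme and -100% = buffer wells without enzyme; nearly all actives have a fitted effect of over 50% in size; many of its hits are not listed in these tables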
IMPase Li cell = membrane-permeable IMPase blocker, potentiated with lithium. CHO-M1 cells, IP1 TR-FRET (IP-One), carbachol + lithium. Potency, µM (top dose mostly 59.4 µM), for inactives: top-dose activity, negative = IMPase inhibition, actives largely listed as inhibitors. 0.35% of 210,000 active. AID 1457;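 note: IP1 builds up when IMPase is blocked and the TR-FRET signal falls; plate controls were basal vehicle for no effect and high inhibitor control for full effect; nearly all actives have a fitted effect of over 50% in size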
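Test compounds were applied to CHO-M1 cells previously cultured for 16–30 h at 2000 per well. A small lithium amount accompanied them; after 30 min at 37C, IP1 was quantified by TR-FRET.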
Epigenetic derep = derepresses silenced GFP reporter in murine cells; murine LDR cells, GFP reporter derepression, 30 h; Potency, µM (series often up to 53.9 µM), inactives show top-dose GFP activation, actives largely listed as activators; AID 1865; 0.2% of 280,000 active; note: % of control where 0% means no effect; nearly all actives have a fitted effect of over 60% in size
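GFP-positive cell count by laser-scanning cytometry (objects 20–120 um) after 30 h, 37 C compound exposure of murine LDR cells; reporter is CMV-GFP integrated at a silenced locus, inducible by HDAC or DNMT inhibitors.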
GoLoco inh red = blocks human Gai1 binding to RGS12 GoLoco peptide, red readout; P63096; Gai1:RGS12 GoLoco peptide FP, rhodamine, 10 min; Potency, µM (highest dose often 61.6 µM), inactives show at the top dose activity, negative = inhibition, usual class: inhibitors; 0.44% of 230,000 active; AID 880; active = well fitted inhibition curve with a large enough effect, not every such curve was filed as active; inactive = no such curve, though single readings can be large or run the other way; note: % is set by controls: 0 for no effect and ±100 for the full control effect; nearly all actives have a fitted effect of over 30% in size; many of its hits are not listed in these tables
RECQ1 inh = inhibitors of human RECQ1 DNA helicase; P46063; RECQ1 DNA unwinding, red fluorescence kinetic read; Potency, µM (doses to about 57.3 µM), without a hit: at the highest dose activity, negative = inhibition, most hits filed as inhibitors; 0.54% of 240,000 active;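 note: plate controls were vehicle for no effect and no enzyme for full effect; nearly all actives have a fitted effect of over 30% in size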
Target sequence (P46063 whole entry, looked up): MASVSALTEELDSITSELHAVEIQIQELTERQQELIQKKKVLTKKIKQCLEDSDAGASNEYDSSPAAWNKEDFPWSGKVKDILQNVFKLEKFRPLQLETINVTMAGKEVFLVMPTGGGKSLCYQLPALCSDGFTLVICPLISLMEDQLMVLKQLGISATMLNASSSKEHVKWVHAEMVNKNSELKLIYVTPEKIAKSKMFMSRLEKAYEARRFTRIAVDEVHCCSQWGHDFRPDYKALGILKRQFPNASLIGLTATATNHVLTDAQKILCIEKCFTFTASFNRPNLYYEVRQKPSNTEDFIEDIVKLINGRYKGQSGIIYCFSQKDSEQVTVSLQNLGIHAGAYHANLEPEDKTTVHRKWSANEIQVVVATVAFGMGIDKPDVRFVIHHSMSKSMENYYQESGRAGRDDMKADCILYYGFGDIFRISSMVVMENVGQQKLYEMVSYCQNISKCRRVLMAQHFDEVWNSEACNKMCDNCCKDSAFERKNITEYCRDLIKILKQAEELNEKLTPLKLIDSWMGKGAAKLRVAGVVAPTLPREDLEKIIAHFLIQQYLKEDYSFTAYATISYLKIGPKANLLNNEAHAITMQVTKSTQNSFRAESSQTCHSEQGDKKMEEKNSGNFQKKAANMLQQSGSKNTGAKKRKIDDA
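RECQ1T1 50 nM; forked duplex (20 bp + 30-nt ss tails) 200 nM, ATP 2 mM final; pH 8.0, 2 mM MgCl2, 2.5 ug/ml poly(dI-dC); 15 min compound preincubation; discontinuous kinetic read over 2 h at RT.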
An asterisk follows results filed as active; i = inactive; ? = inconclusive; / = no result given; [ ] = another dose, or the depositor's remark. Unless noted, calls come from the whole dose curve; as a rule, active = well fitted curve in the direction sought with a large enough effect; inconclusive = small, poorly fitted or top-dose-only effect, or another doubt; inactive = no such curve, though single readings can be large; an effect the other way counts as inactive or inconclusive. Potency is the fitted concentration of half-maximal effect.

compound,KinaseGlo FLuc,NPSR antagonist,SMN2 splice up,JMJD2E inh,IMPase Li cell,Epigenetic derep,GoLoco inh red,RECQ1 inh
Cc1cc(NC(=O)COC(=O)CSc2nc3cc(Cl)ccc3n2Cc2ccccc2)no1,-9%,?,-18%,-2%,3%[38.3 µM],-1.6%,-7%,-12%
COc1ccc2oc(-c3ccc(NC(=O)c4ccc(N5CCOCC5)c([N+](=O)[O-])c4)cc3)nc2c1,1%,-49%,-14%,3%,21%,3.1%,6%,-6%
CN(CCCNC(=O)c1cccc(N2CCCC2=O)c1)c1ccccc1,9%,-25%[46.1 µM],3.2µM*,-9%,9%,0.0%,-12%,-5%
CCc1cccc2c(C(=O)CSc3nncn3-c3ccccc3OC)c[nH]c12,1%,8%,-9%,-4%,0%,-1.1%,-55%,-11%
COc1ccc2cc(C3(C)NC(=O)N(CC(=O)Nc4c(C)n(C)n(-c5ccccc5)c4=O)C3=O)ccc2c1 (stereo unspecified),5%,-9%[46.1 µM],-15%,3%,6%,1.1%,10%,0%
COc1ccc(N2C(=O)CC(NCc3cccs3)C2=O)cc1 (stereo unspecified),-4%,-1%[46.1 µM],-8%,1%,-7%[38.3 µM],0.0%,4%,-5%
CCOC(=O)c1sc(C)c2c1NC(c1ccc(Cl)cc1)NC2=O (stereo unspecified),1%,?,-1%,?,?,1.0%,7%,-15%
Cc1csc(NC(=O)CCNS(=O)(=O)c2ccc3c(c2)c(=O)n(C)c(=O)n3C)n1,-4%,-5%[46.1 µM],-8%,3%,-1%[38.3 µM],2.7%,3%,i
COC(=O)CCCC1=CC2=C(c3ccccc3)C(=O)C(C)(OC(=O)C3CCCC3)C(=O)C2=CN1C(CO)CO (stereo unspecified),-7%[7.66 µM],31%,2%[9.22 µM],?,4%,2.9%,2%[14.2 µM],3%[11.5 µM]
CCN1CCN(C(=O)/C(C#N)=C/c2ccc(OC(F)F)cc2)CC1,1%,20%,0%,2%,-6%,0.0%,-6%,-4%
COc1ccc(C2CC(c3cccs3)=NN2C(=O)COC(=O)c2cc3ccccc3cc2O)cc1OC (stereo unspecified),-3%,-9%,-6%,3%,3%,0.0%,1%,-4%
CC(=O)N/N=C/c1cc(C)n(-c2ccc(Br)cc2)c1C,2%,-1%,-13%,-3%,8%,0.0%,-2%,-7%
O=C(COc1cccnc1[N+](=O)[O-])NC1CCS(=O)(=O)C1 (stereo unspecified),0%,10%,19%,-3%,2%,0.0%,-4%,-12%
CCCCNC(=S)N/N=C1\CCCCc2ccccc21,1%,-38%,-11%,-2%,20%,-0.9%,10%,-5%
O=C(c1ccccc1)C1C(c2ccccc2)C1[N+](=O)[O-] (stereo unspecified),/,26%,/,2%,/,0.0%,-2%,-5%
C#CCNC(=O)C1=C[C@@H](c2ccc3c(c2)OCO3)[C@H](CCCO)[C@@H](OCC)O1,/,4%,/,-23%,-3%,1.5%,1%,2%
CC(=O)CSc1nc(C(F)(F)F)cc(=O)n1-c1ccccc1,4%,-7%[46.1 µM],-1%,0%,-3%,-0.9%,-3%,-14%
COc1ccc(C2=NN(CC(=O)Nc3cc(C)ccc3C)C(=O)CC2)cc1,/,-7%,/,?,/,2.1%,14%,0%
O=C(c1cc(-c2cccc(O)c2)on1)N1CCCCC1,-5%,-16%[46.1 µM],?,0%,19%[38.3 µM],0.0%,6%,i
CCc1ccc(NC(=S)N2CCN(c3cccc(C(F)(F)F)c3)CC2)cc1,-5%,-7%[46.1 µM],-27%,7%,16%[38.3 µM],0.0%,4%,-10%
COc1ccc(NC(=O)C(NC(C)=O)C(=O)NCc2ccc(F)cc2)cc1 (stereo unspecified),0%,-3%[46.1 µM],-11%,9%,1%[38.3 µM],-1.1%,3%,i
Cc1nc2c(C)cccn2c1/C(O)=C1\C(=O)C(=O)N(CCN2CCOCC2)C1c1cccs1 (stereo unspecified),-4%,1%[46.1 µM],-9%,-5%,?,-0.9%,2%,2%
N#C/C(=C\c1ccc(-c2ccccc2)o1)C(=O)Nn1cnnc1,-2%,-5%[46.1 µM],-2%,3%,1%[38.3 µM],-0.9%,-3%,i
Cc1ccc(C(=O)CSc2nnc(C(C)C)n2C)cc1C,-4%,-8%,/,4%,-1%,2.2%,-6%,8%
CC(C)N=C(NC#N)SCc1ccccc1F,-1%,-23%[46.1 µM],/,6%,17%[38.3 µM],-1.0%,-1%,-3%
O=C(CCNC(=O)Cn1ccc2ccccc2c1=O)NCCC1=CCCCC1,0%,13%,-9%,-22%,4%,-1.3%,-2%,i
CNc1oc(C)nc1S(=O)(=O)c1ccccc1,0%,-2%[46.1 µM],/,?,24%[38.3 µM],0.0%,-12%,-3%
O=C(CSc1nc2ccccc2s1)NNC(=S)Nc1ccc(Cl)cc1,3%,3%,7%,-26%,-5%,-1.1%,14%,-5%
O=C(NNC1=NS(=O)(=O)c2ccccc21)c1ccccc1,/,16%,/,-4%,/,0.2%,-9%,-5%
COc1cc(-c2nnc3sc(Cc4ccccc4)nn23)cc(OC)c1OC,-1%,-11%[46.1 µM],18%,7%,-8%[38.3 µM],-0.8%,5%,-9%
Cc1ccc(-c2nn(-c3ccccc3)cc2CN(Cc2ccccc2)C(=O)c2ccco2)o1,-6%,?,-36%[inhibitor],-7%,20%[38.3 µM],5.3%,0%,-9%
CCc1cccc(CC)c1NC(=O)COC(=O)C1(C)CC1(Cl)Cl (stereo unspecified),0%,-13%,-8%,-3%,9%,-1.4%,3%,0%

Single records, from the list above:
O=C(CCNC(=O)Cn1ccc2ccccc2c1=O)NCCC1=CCCCC1 in the list: KinaseGlo FLuc: 0%; NPSR antagonist: 13%; SMN2 splice up: -9%; JMJD2E inh: -22%; IMPase Li cell: 4%; Epigenetic derep: -1.3%; GoLoco inh red: -2%; RECQ1 inh: i
CC(C)N=C(NC#N)SCc1ccccc1F in the list: KinaseGlo FLuc: -1%; NPSR antagonist: -23%[46.1 µM]; SMN2 splice up: /; JMJD2E inh: 6%; IMPase Li cell: 17%[38.3 µM]; Epigenetic derep: -1.0%; GoLoco inh red: -1%; RECQ1 inh: -3%
COc1cc(-c2nnc3sc(Cc4ccccc4)nn23)cc(OC)c1OC in the list: KinaseGlo FLuc: -1%; NPSR antagonist: -11%[46.1 µM]; SMN2 splice up: 18%; JMJD2E inh: 7%; IMPase Li cell: -8%[38.3 µM]; Epigenetic derep: -0.8%; GoLoco inh red: 5%; RECQ1 inh: -9%

More structures follow.
Results follow in this order: KinaseGlo FLuc | NPSR antagonist | SMN2 splice up | JMJD2E inh | IMPase Li cell | Epigenetic derep | GoLoco inh red | RECQ1 inh
> Cc1ccnc(NC(=O)CSc2cc(=O)n(C)c3ccccc23)c1
    -7% | ? | ? | 0% | ? | 12% | 10% | i
> CCOc1cc2c3c(c1)C1(OCCO1)C(=O)N3C(C)(C)CC2C (stereo unspecified)
    5% | -10%[46.1 µM] | 3% | 8% | 6%[38.3 µM] | -1.1% | 8% | i
> COc1ccc(N2CC(C(=O)OCC(=O)c3cccc(OC)c3)CC2=O)cc1 (stereo unspecified)
    2% | -8%[46.1 µM] | -12% | 10% | 6%[38.3 µM] | -1.7% | 7% | -2%
> CCOc1ccccc1NC(=O)Nc1c(C)n(-c2ccccc2)c(=O)n1C
    -3% | -10%[46.1 µM] | 8% | 3% | 14%[38.3 µM] | 0.9% | -1% | -4%
> NC(=O)CC(NC(=O)Cc1cccc2ccccc12)c1ccc(NCCc2ccccc2F)c([N+](=O)[O-])c1 (stereo unspecified)
    / | -26% | / | -5% | / | ? | -2% | -3%
> COc1ccc(C(c2nnnn2Cc2ccc(F)cc2)N2CCN(c3ccccc3)CC2)cc1 (stereo unspecified)
    -6% | -22%[46.1 µM] | -6% | -2% | 0%[38.3 µM] | -0.2% | 4% | -11%
> CCCC(=O)NC(C)c1nc2ccccc2n1CC (stereo unspecified)
    3% | -1%[46.1 µM] | -3% | 5% | 17%[38.3 µM] | 0.0% | 10% | -6%
> CCC(C)(C)NC(=O)C(c1ccccn1)N(C(=O)c1csnn1)C1CCCCC1 (stereo unspecified)
    0% | 1% | / | 0% | 5% | 3.2% | 4% | -9%
> CC(C)c1ccc(-c2nn(-c3ccccc3)cc2C2C(C#N)=C(N)OC3=C2C(=O)CC(C)(C)C3)cc1 (stereo unspecified)
    -4% | -6%[46.1 µM] | -12% | -2% | -5%[38.3 µM] | -1.1% | 5% | -1%
> CC1CCc2c(sc3ncn(Cc4ccc(C(=O)O)cc4)c(=O)c23)C1 (stereo unspecified)
    3% | -15% | 28% | -2% | 11% | 3.8% | 25% | i
> O=C(NCc1cccnc1)c1cc(Sc2ccc(F)cc2F)nc2ccccc12
    3% | 4%[46.1 µM] | -71%[inhibitor] | -5% | 6% | 2.3% | -7% | -5%
> C=CCC1(O)CC(c2ccco2)NC(c2ccco2)C1CCC (stereo unspecified)
    1% | -3%[46.1 µM] | 9% | ? | 16%[38.3 µM] | -2.5% | -7% | i
> Cc1ccc(/C=C2\C(=O)Nc3ccccc32)o1
    -2% | 2% | 16% | 2% | 3% | 3.1% | -18% | -12%
> O=C(Nc1ccc(Br)cc1)c1cccc(S(=O)(=O)Nc2cnc3ccccc3c2)c1
    3% | 13% | -92%[inhibitor] | 2% | 23% | -3.2% | -5% | -7%
> Cc1csc(SCC(=O)NCc2ccccc2)n1
    -1% | 6% | 4% | -1% | -3% | -5.4% | 1% | -18%
> Cc1ccc(S(=O)(=O)N(C)Cc2ccc(C(=O)N/N=C/c3ccc(OC(F)F)cc3OC(F)F)cc2)cc1
    1% | -4% | -65%[inhibitor] | 0% | -1% | -2.2% | 11% | -14%

These rows are one share of the data; rates above refer to the full screens.
